Source: PubChem BioAssay (Sanford-Burnham Center for Chemical Genomics)
AID2073 = inhibitors of Mint1-CaV2.2 protein interaction, biochemical, HTRF (AID 2073) | HTRF protein-protein interaction, Mint1-CaV2.2; higher % means a stronger effect | inhibition, % at 20 µM, or IC50 in µM where a hit was titrated | actives 0.19% (n = 290,000); in the data active means inhibition mostly above about 51%, no sharp cut-off; further: some results filed as inactive read as strong as hits
HIV peptide binding = inhibitors of HIV fusion peptide binding, primary screen, biochemical, uHTS, fluorescence dequenching (AID 1986); cell-free peptide binding, fluorescence dequenching, 30 min; higher % means a stronger effect; inhibition, % at 20 µM, or IC50 in µM where a hit was titrated; actives 0.3% (n = 290,000); in the data active means inhibition mostly above about 52%, no sharp cut-off; inactive means mostly below about 76%; further: some results filed as inactive read as strong as hits
Numbers without * were called inactive.

#	molecule	AID2073	HIV peptide binding
1	O=C(CN1CCN(Cc2ccccc2)CC1)Nc1ccc(F)c(F)c1	4%	1.1%
2	CC(C)C1Oc2ccccc2N(CC(=O)N(C)C2CCCCC2)C1=O (centres undefined)	7%	0.3%
3	Cc1ccc(-n2nc3c(N4CCC(C(=O)N5CCCCCC5)CC4)nnc(C)c3c2C)cc1	0%	0.5%
4	CCCCOP(=O)(c1ccc(N(C)C)cc1)C(O)c1ccc(C(C)C)cc1 (centres undefined)	15%	1.5%
5	Cc1cc(-c2ccc(S(=O)(=O)N3CCN(c4cccc(C)c4C)CC3)s2)on1	15%	0.6%
6	O=S(=O)(c1ccc(Cl)cc1)N1CCN(C(=S)NCC2CCCO2)CC1 (centres undefined)	6%	0.4%
7	Cc1cccc(N(CC(=O)NC(C)C)C(=O)CCC(=O)Nc2nccs2)c1	1%	1.0%
8	CCc1nnc(NC(=O)COc2ccc3ccccc3c2)s1	-2%	0.6%
9	CCC(CC)COC(=O)C1=C(C)NC(=O)NC1c1ccc(OC)cc1 (centres undefined)	-8%	-1.8%
10	Cc1ccc(NC2CCCN(C(=O)c3ccc(C)c(N4CCNC4=O)c3)C2)cc1C (centres undefined)	-7%	-0.5%
11	CCOC(=O)C1CCN(C(=O)C2CCN(S(=O)(=O)c3cccc4nsnc34)CC2)CC1	-4%	-1.0%
12	CCc1nn(C(CC)C(=O)NCc2cccc(OC)c2)c(=O)c2cc3occc3n12 (centres undefined)	2%	1.2%
13	Cc1cc(NC(=O)C2CCCCC2C(=O)O)ccc1NC(=O)c1ccccc1 (centres undefined)	6%	0.7%
14	NC(=Nc1ccc(Br)cc1)c1ccccc1	4%	1.1%
15	Cc1ccccc1-c1nc(CS(=O)CC(=O)NCc2ccc3c(c2)OCO3)c(C)o1 (centres undefined)	-1%	-0.8%
16	COc1ccc(N(CC(=O)N/N=C(\C)c2ccccc2)S(=O)(=O)c2ccccc2)cc1	19%	-0.2%
17	O=C(Nc1ccc(F)cc1)c1cc2cc(Cl)ccc2[nH]1	11%	-1.4%
18	O=C(O)c1cnn(-c2nc(-c3ccc(Cl)c(Cl)c3)cs2)c1C(F)(F)F	22%	52%
19	NCc1cc2c3c(c1)CCCN3CCC2	4%	1.0%
20	Cc1ccc(C(=O)N2CCN(c3cccc(C)c3C)CC2)o1	-2%	1.2%
21	COc1ccc(CC(=O)N/N=C/c2cccnc2)cc1OC	14%	0.1%
22	O=C(Nc1ccccc1)c1ccccc1NC(=O)[C@H]1CCCC[C@H]1C(=O)O	12%	-2.1%
23	CC1CN(C(=S)NC(=O)c2ccccc2)CC(C)O1 (centres undefined)	6%	1.3%
24	COc1cc(NC(=O)CCN2CCN(C/C=C/c3ccccc3)CC2)cc(OC)c1	8%	0.3%
25	COc1ccc(S(=O)(=O)NCC(=O)NCc2cc(=O)n(C)c(=O)n2C)cc1F	14%	-1.7%
26	O=C(c1ccc([N+](=O)[O-])s1)N1CCN(c2ccccn2)CC1	-11%	0.3%
27	Cc1ccc(CC2C(=O)N(c3cc(C)ccc3C)C(=O)C2C)cc1 (centres undefined)	-2%	-0.6%
28	Cc1ccc2c(C)c(C(=O)N3CCN(C4CCS(=O)(=O)C4)CC3)oc2c1C (centres undefined)	11%	1.0%
29	CCC(C)[C@H](NC(=O)[C@@H]1CSC2c3ccccc3C(=O)N21)C(=O)NCc1ccco1 (some centres undefined)	18%	11%
30	Cc1cccc(C)c1OCCN1CCCC1	8%	2.5%
31	Cc1ccccc1NS(=O)(=O)c1c(C(=O)N2CCCCCC2)c(C)n(C)c1C	-5%	0.0%
32	O=C(COc1ccc(F)cc1F)Nc1cccnc1	9%	-1.2%
33	O=C(O)c1cc(NC(=O)c2ccc3c(c2)C(=O)N(Cc2ccccc2)C3=O)cc(C(=O)O)c1	7%	16%
34	COc1ccccc1CNC(=O)CCCC(=O)n1nc(C)c2ccccc21	-5%	-0.1%
35	COc1ccc(C(=O)NC2CC2)cc1OC1CCN(Cc2ccc(SC)cc2)CC1	5%	0.4%
36	O=C(Nc1ccccc1Cc1ccccc1)c1ccccc1F	-1%	0.0%
37	C[C@H](NC(=O)c1nc[nH]c1C(=O)N[C@@H](C)C(=O)OCc1ccccc1)C(=O)OCc1ccccc1	9%	0.8%
38	OC(COc1ccccc1)CN1CCN(C(c2ccccc2)c2ccccc2)CC1 (centres undefined)	-7%	0.2%
39	Cc1cccc(N(C)C(=O)CN(C)S(=O)(=O)c2ccc3c(c2)c(=O)n(C)c(=O)n3C)c1	7%	-1.9%
40	CCOc1ccc(S(=O)(=O)NC(C)C(=O)NCc2ccccn2)cc1 (centres undefined)	-7%	0.6%
41	CC1CCC(NC(=O)c2nn(C)c3c2CS(=O)(=O)c2ccccc2-3)CC1 (centres undefined)	12%	-0.1%
42	O=C1NC(=O)/C(=C\c2cn(CC(=O)N3CCOCC3)c3ccccc23)S1	-10%	-0.3%
43	CN1CCN(CCc2nc3cc(NC(=O)COc4ccc(Cl)cc4)ccc3n2C)CC1	-8%	-0.4%
44	Cc1nc2oc3ccc(Cl)cc3c(=O)c2cc1C(=O)O	12%	0.4%
45	COc1ccc(NC(=O)CN2C(=O)CC(C)S(=O)(=O)c3ccccc32)cc1 (centres undefined)	-2%	0.4%
46	CC(=O)c1c(-c2ccccc2)[nH]c2ccccc12	1%	1.7%
47	Cc1c(NC(=O)c2ccc(CC(C)C)o2)c(=O)n(-c2ccccc2)n1C	13%	0.5%
48	O=C(c1ccc(S(=O)(=O)N2CCCC2)cc1)N1CCN(c2cccc(Cl)c2)CC1	-1%	-1.4%
49	Cc1ccc(NC2CCCN(C(=O)c3ccoc3)C2)cc1C (centres undefined)	-11%	-0.5%
50	CC(=O)NC(C(=O)N1CCC(c2nc3ccccc3s2)CC1)C(C)C (centres undefined)	0%	1.2%
51	Cc1ccccc1-n1ncc2c1CC(C)(C)CC2NC(=O)CCC(F)(F)F (centres undefined)	0%	0.2%
52	Cc1ccsc1/C=N/NC(=O)c1nnn(-c2nonc2N)c1CN(C)c1ccccc1	5%	-2.1%
53	CCOC(=O)C1=C(C)N(C)C(=O)NC1c1cccc2ccccc12 (centres undefined)	10%	-1.3%
54	CCOC(=O)CC1(NC(=O)C2CCC(=O)N(Cc3ccccc3F)C2)CCCCC1 (centres undefined)	11%	0.5%
55	CC(SCc1ccccc1)C(=O)Nc1ccccc1 (centres undefined)	-5%	-0.7%
56	CCSc1nnc2ccc(-c3ccc(C)cc3)nn12	23%	-1.5%
57	CCN(Cc1ccc(OC)c(COC)c1)CC1CCCN(CCc2cccc(F)c2)C1 (centres undefined)	8%	-1.6%
58	S=C(Nc1ccc(Cl)cc1Cl)N1CCCC1	-9%	0.4%
59	COc1ccccc1S(=O)(=O)Nc1cc(C)nn1-c1ccc(C)cc1	-2%	1.7%
60	O=C(O)c1ccc(/C=C2\CCCc3c2nc2ccccc2c3C(=O)O)cc1	8%	4.2%

Carrying on:
#	molecule	AID2073	HIV peptide binding
61	Nc1cc(=O)[nH]c(SCC(=O)c2ccc(O)cc2O)n1	-14%	0.4%
62	CN(CCO)S(=O)(=O)c1ccc2c(c1)C(=NN)c1cc(S(=O)(=O)N(C)CCO)ccc1-2	7%	0.9%
63	c1ccc2c(c1)CCN(C1CCCCC1)C2	-4%	1.6%
64	Oc1c(Br)cc(/C=N/n2c(-c3ccccc3)n[nH]c2=S)c(Br)c1O	-9%	63%*
65	CC(=O)N1c2ccc(S(=O)(=O)NCCC(=O)N(C)C3CCCCC3)cc2CC1C (centres undefined)	4%	0.9%
66	Cc1cc(Br)ccc1S(=O)(=O)NCc1ccccc1	4%	-0.2%
67	COc1ccc(OC)c(-c2csc(NC(=O)Cc3ccccc3)n2)c1	15%	1.0%
68	O=C(O)c1ccccc1N1C(=O)c2cccc3cccc(c23)C1=O	0%	-1.1%
69	O=[N+]([O-])c1ccc2nc(N3CCCC3)sc2c1	-6%	-2.0%
70	O=C(O)CCCN1C(=O)C2C3C=CC(C2C1=O)C1C(=O)N(CCCC(=O)O)C(=O)C31 (centres undefined)	5%	-0.6%
71	COc1cc(C(=O)NC2Cc3ccccc3C2)ccc1OC1CCN(C(C)=O)CC1	2%	0.2%
72	COC(=O)c1cc(C(=O)NCc2ccc3c(c2)OCO3)cc([N+](=O)[O-])c1	5%	-1.4%
73	Clc1ccccc1C1Nc2cccc3cccc(c23)N1	36%	48%
74	CC1(C)CC2CC(C)(CN2CC(O)c2ccccc2)C1 (centres undefined)	18%	1.6%
75	CCOC(=O)c1c2c3c(cccc3n(C)c1=O)C(=O)c1ccccc1-2	-13%	-0.1%
76	Cn1ncc([N+](=O)[O-])c1C(=O)N1CCCCCC1	5%	-0.3%
77	O=S(=O)(CCN1CCOCC1)c1ccc(OC(F)(F)F)cc1	6%	-0.3%
78	COc1cc(C)c(NC(=O)COc2ccc3c(c2)OCO3)cc1C	4%	-0.3%
79	Cc1ccc(CNC(=O)c2ccccc2NC(=O)CN2CC(C)OC(C)C2)cc1 (centres undefined)	3%	-0.2%
80	COC(=O)CNC(=O)CNC(=O)c1nn(-c2ccc(OC)c(OC)c2)c(=O)c2ccccc12	2%	0.8%
81	Cc1ccc(CCNS(=O)(=O)c2ccc3c(c2)NC(=O)CCS3)cc1	19%	-0.4%
82	COc1ccccc1CN1CCC(n2nccc2NC(=O)CCCc2ccccc2)CC1	1%	-1.3%
83	COc1ccc2nc(N(Cc3ccccc3)C(=O)CCNC(C)=O)sc2c1	1%	0.2%
84	COc1cccc(N2CCN(S(=O)(=O)c3ccc4c(c3)N(C(C)=O)CCO4)CC2)c1	-1%	-1.8%
85	COc1ccc(C(C(=O)NCC2CCCO2)N(Cc2ccco2)C(=O)c2snc(C(N)=O)c2N)cc1OC (centres undefined)	31%	-0.7%
86	O=C(O)C1C2C=CC(C2)C1C(=O)NCc1ccc(Cl)cc1Cl (centres undefined)	8%	-0.3%
87	CCOc1ccc(OCC)c(NC(=O)CN(c2ccc(OC)cc2)S(=O)(=O)c2c(C)noc2C)c1	10%	1.4%
88	Cc1nc2nc(SCC(=O)NCCCN3CCCCCC3)nn2c(C)c1Cc1ccccc1	1%	1.6%
89	O=C(c1cccc(N2C(=O)C3C4C=CC(C4)C3C2=O)c1)N1CCN(c2ccc(F)cc2)CC1 (centres undefined)	2%	-1.4%
90	CCOc1ccc(CCNC(=O)C2CC(=O)N(CCc3ccccc3)C2)cc1OCC (centres undefined)	-10%	0.5%
91	CCOc1ccc(C(=O)NCC(=O)NCC2CCCCC2)cc1OCC	-10%	1.1%
92	CCOc1cc2c(cc1OCC)C(c1ccc(C(=O)O)cc1)NCC2 (centres undefined)	14%	-2.2%
93	O=C(CN1C(=O)c2ccccc2S1(=O)=O)c1ccc(Cl)cc1Cl	8%	3.4%
94	O=C(CCCN1C(=O)/C(=C/c2ccccc2Cl)SC1=S)Nc1cccnc1	0%	-1.9%
95	COc1ccc(NC(=S)N2CCN(c3ccccc3)CC2)c(OC)c1	-1%	-0.2%
96	COc1ccc(NC(=O)CCS(=O)(=O)c2ccc(Br)s2)cc1	0%	0.6%
97	CC(=O)Nc1ccc(NC(=O)CSc2nnc(NC(=O)c3ccc(Br)o3)s2)cc1	17%	38%
98	Cc1ccc(NC(=O)Nc2cccc3ccccc23)cc1	16%	0.0%
99	CC(=O)Oc1ccc2occ(-c3ccccc3)c2c1	-2%	0.6%
100	COc1cc(CN2CCN(CC3CC3)CC2CCO)cc(OC)c1 (centres undefined)	2%	1.0%

Compounds 82 to 86, reprinted for reference:
#	molecule	AID2073	HIV peptide binding
82	COc1ccccc1CN1CCC(n2nccc2NC(=O)CCCc2ccccc2)CC1	1%	-1.3%
83	COc1ccc2nc(N(Cc3ccccc3)C(=O)CCNC(C)=O)sc2c1	1%	0.2%
84	COc1cccc(N2CCN(S(=O)(=O)c3ccc4c(c3)N(C(C)=O)CCO4)CC2)c1	-1%	-1.8%
85	COc1ccc(C(C(=O)NCC2CCCO2)N(Cc2ccco2)C(=O)c2snc(C(N)=O)c2N)cc1OC (centres undefined)	31%	-0.7%
86	O=C(O)C1C2C=CC(C2)C1C(=O)NCc1ccc(Cl)cc1Cl (centres undefined)	8%	-0.3%

Additional records follow:
#	molecule	AID2073	HIV peptide binding
101	C/C(=N\NC(=O)c1nnn(-c2nonc2N)c1CSc1ccc(Cl)cc1)c1ccco1	4%	1.1%
102	CCCc1nn2c(=O)cc(CSCC(=O)Nc3ccc(C)cc3)nc2s1	3%	0.4%
103	CCc1cc2c(SCc3ccc(C(=O)OC)o3)ncnc2s1	-7%	1.7%
104	CN(C)c1ccc(NC(=O)CN2C3CCCC2CC(NC(=O)c2ccccc2)C3)cc1 (centres undefined)	28%	-0.4%
105	CC1(C)C(=O)N(c2ccccc2Cl)C(=O)c2ccccc21	2%	-1.7%
106	COc1ccc(-c2csc(NC(=O)C3CCN(C(=O)c4ccc(F)cc4)CC3)n2)cc1OC	1%	2.0%
107	COc1ccc(CN(C)C(=O)c2ccccc2Sc2ccccc2C#N)cc1OC	-34%	-1.0%

Some of the entries above in another layout:
(106) COc1ccc(-c2csc(NC(=O)C3CCN(C(=O)c4ccc(F)cc4)CC3)n2)cc1OC
(107) COc1ccc(CN(C)C(=O)c2ccccc2Sc2ccccc2C#N)cc1OC

| assay / compound | 106 | 107 |
| --- | --- | --- |
| AID2073 | 1% | -34% |
| HIV peptide binding | 2.0% | -1.0% |

As entered above.
`CCOc1ccc(OCC)c(NC(=O)CN(c2ccc(OC)cc2)S(=O)(=O)c2c(C)noc2C)c1` @ HIV peptide binding: 1.4%
`Cc1cccc(N(C)C(=O)CN(C)S(=O)(=O)c2ccc3c(c2)c(=O)n(C)c(=O)n3C)c1` @ HIV peptide binding: -1.9%

Only part of the results is shown; rates above refer to the full screens.
